Assay outcomes as filed in PubChem.
12-hLO inh: qHTS Assay for Inhibitors of 12-hLO (12-human lipoxygenase). Potency, µM (series often up to 57.1 µM), for inactives: at the top dose activity change, negative = inhibition, usual class: inhibitors. hit rate 0.12% among 150,000. AID 1452, 2008. Polyunsaturated fatty acid lipoxygenase ALOX12 (Homo sapiens), P18054. purified 12-hLO, xylenol orange hydroperoxide absorbance; note: potency is the fitted concentration of half-maximal effect; nearly all actives have a fitted effect of over 55% in size; many of its hits are not listed in these tables
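Hydroperoxide output read as Fe(III)-xylenol orange absorbance, 573-to-405 nm ratio, after 30 min reaction with 40 uM arachidonic acid. Enzyme: 150 nM purified human 12hLO, 15 min compound preincubation; 25 mM Hepes pH 7.0, room temperature.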
PNC assembly inh: High Content Assay for Compounds that inhibit the Assembly of the Perinucleolar Compartment. PC3M PTB-GFP, PNC prevalence imaging, 16 h; stronger effect = lower value. activity change (PNC), negative = inhibition, % at 10 µM. hit rate 3.1% among 140,000;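 active = readout at or below -70, meaning at least 70% loss of cells showing the perinucleolar compartment, a nuclear body marking cancer cells; inconclusive = readout between -30 and a set limit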;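 note: plate controls were DMSO wells for no effect and camptothecin positive control wells for full effect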
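Read-out is percentage of cells bearing a perinucleolar compartment, from automated 20x imaging of fixed, Hoechst-stained PC3M PTB-GFP cells. Cells were seeded 4 h, then exposed 16 h to compound (23 nl of library stock) in duplicate plates.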
IMPase inh: qHTS Assay for Identifying the Cell-Membrane Permeable IMPase Inhibitors; Inositol monophosphatase 1 (Rattus norvegicus), P97697; CHO-M1 cells, IP1 accumulation, HTRF TR-FRET ratio; inhibition (IP1 accumulation), % at 46.1 µM; 120,000 tested, under 10 active; active = well fitted curve in the direction sought with a large enough effect in the signal ratio, not every such curve was filed as active; inconclusive = small, poorly fitted or top-dose-only effect, or a change in a side signal; inactive = no such curve, though single readings can be large or run the other way; the % refers to the signal ratio;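 note: cells stimulated with carbachol in lithium chloride buffer; plate controls were DMSO basal wells for no effect and reference inhibitor wells for full effect; higher means more IMPase inhibition seen as more IP1 and lower FRET ratio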
Target sequence (P97697 whole entry, looked up): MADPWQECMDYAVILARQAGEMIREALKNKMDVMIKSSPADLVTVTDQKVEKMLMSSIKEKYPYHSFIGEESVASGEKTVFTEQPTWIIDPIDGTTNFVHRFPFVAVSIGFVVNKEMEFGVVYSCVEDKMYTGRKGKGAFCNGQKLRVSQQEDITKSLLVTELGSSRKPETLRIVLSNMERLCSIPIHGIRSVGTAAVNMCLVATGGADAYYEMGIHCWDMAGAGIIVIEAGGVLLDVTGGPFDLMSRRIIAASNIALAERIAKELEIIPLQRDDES
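CHO-M1 cells (CHO stably expressing M1 receptor), compound up to 46 uM final, stimulated with carbachol (50 uM as added) in buffer with 50mM LiCl, pH 7.4, 30 min at 37C. Cytosolic IP1 read by TR-FRET; AC50 from Hill fits.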
15-hLO-2 inh: qHTS Assay for Inhibitors of 15-hLO-2 (15-human lipoxygenase 2); Polyunsaturated fatty acid lipoxygenase ALOX15B (Homo sapiens), O15296; purified 15hLO-2, xylenol orange hydroperoxide absorbance; Potency, µM (highest dose often 57.1 µM), for the others: at the top dose activity change, negative = inhibition, most hits filed as inhibitors; hit rate 0.56% among 110,000; note: potency is the fitted concentration of half-maximal effect; nearly all actives have a fitted effect of over 60% in size; many of its hits are not listed in these tables
Target sequence (O15296 whole entry, looked up): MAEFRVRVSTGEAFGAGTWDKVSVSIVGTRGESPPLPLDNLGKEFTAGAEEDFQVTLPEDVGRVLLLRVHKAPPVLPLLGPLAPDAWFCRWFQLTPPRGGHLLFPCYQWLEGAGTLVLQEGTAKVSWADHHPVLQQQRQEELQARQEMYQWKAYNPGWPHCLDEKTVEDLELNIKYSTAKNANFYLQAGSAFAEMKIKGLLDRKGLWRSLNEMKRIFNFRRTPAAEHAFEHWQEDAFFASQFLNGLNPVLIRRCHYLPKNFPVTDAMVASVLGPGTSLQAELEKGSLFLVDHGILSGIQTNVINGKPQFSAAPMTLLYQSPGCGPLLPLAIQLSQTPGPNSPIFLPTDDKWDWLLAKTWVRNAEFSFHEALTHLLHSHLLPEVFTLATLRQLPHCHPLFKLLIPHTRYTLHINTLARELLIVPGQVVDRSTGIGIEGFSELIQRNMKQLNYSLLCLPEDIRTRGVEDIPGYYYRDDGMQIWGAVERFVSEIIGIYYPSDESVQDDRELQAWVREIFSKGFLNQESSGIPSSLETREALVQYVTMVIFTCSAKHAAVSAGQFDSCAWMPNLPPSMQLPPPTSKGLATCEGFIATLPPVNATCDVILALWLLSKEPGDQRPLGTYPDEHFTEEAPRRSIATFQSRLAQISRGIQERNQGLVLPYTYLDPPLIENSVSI
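Enzyme 50 nM, AA 45 uM, 25 mM Hepes pH 7.5 + 0.01% Triton X-100; cpd preinc 15 min RT, rxn 90 min RT; stop/detect with 200 uM XO + 300 uM Fe(II) in 50 mM H2SO4, 30 min; A573/A405.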
* = called active by the depositor; ? = inconclusive; . = no result given; & = joins results of further samples; [ ] = dose if it differs, or a comment. Unless noted, calls come from the whole dose curve; as a rule, active = well fitted curve in the direction sought with a large enough effect; inconclusive = small, poorly fitted or top-dose-only effect, or another doubt; inactive = no such curve, though single readings can be large; an effect the other way counts as inactive or inconclusive. Unless noted, % is set by controls: 0 for no effect and ±100 for the full control effect. This is a subset (hit frequency here may not be typical).

SMILES	12-hLO inh	PNC assembly inh	IMPase inh	15-hLO-2 inh
CCc1cc2cc(C)cc(C)c2nc1SCC(=O)N1CCN(C(=O)c2ccco2)CC1	3%	-14	-3	9%
O=C(CCN1CCc2ccccc2C1)Nc1cccc(F)c1	4%	?	4	4%[2.29 µM]
CCOC(=O)Cn1c(SC)nc2sc3c(c2c1=O)CC(C)(C)OC3	0%	?	0	-4%
FC(F)(F)c1cnc2c(c1)Nc1ccccc1S2	-2%	29	1	-12%
C(=N\n1cnnc1)/c1cccc(Oc2ccccc2)c1	0%	30	1	1%
COc1cc(C(=O)Nc2ccc(NC(=O)C(C)C)nc2)cc(OC)c1OC	-4%	-14	?	5%
O=C(CN1CCSCC1)N/N=C/c1ccc(F)cc1F	-7%	78	2	-10%
CC(C)(C)NCCCCOc1ccccc1F	1%	?	5	2%
COc1cccc(/C=C/C(=O)c2ccc(C)c([N+](=O)[O-])c2)c1	4%	33	.	.
Cc1nnc(NC(=O)C2(c3ccccc3)CCOCC2)s1	-1%	-28	3	2%
NC(=O)CSc1nnc(-c2cccc(S(=O)(=O)N3CCOCC3)c2)n1C1CCCCCC1	-6%	?	-2	3%
CCC(CO)NCCNC(CC)CO (stereo not given)	1%&-5%	?	1	-2%&5%
CCCOC(=O)Nc1cc(OC)c(Cl)cc1OC	0%	-26	14	-5%
O=C(CSc1ccccc1)Nc1cccc(S(=O)(=O)N2CCCC2)c1	1%	38	4	.
COc1ccc(OC)c(S(=O)(=O)NCCc2cn3ccsc3n2)c1	0%	56	-7	.
Cc1ccc(S(=O)(=O)N2CCCOC2)cc1	6%	-6	2	2%
Cc1ccc2c(c1)N(CC(=O)NC1CCCCC1C)C(=O)CO2 (stereo not given)	-5%	?	3	-6%
c1cc2[nH]snc2c2nc(C3CC3)nc12	-5%	-13	3	-4%
C/C(=N\NC(=O)c1nn(C)c(C)c1Br)c1cccc(NC(=O)c2ccc(F)cc2)c1	3%	?	.	.
O=C(COC(=O)C1=COCCO1)Nc1ncc(C(F)(F)F)cc1Cl	-5%	-22	-4	-1%
COc1ccccc1NC(=O)c1ccccc1NS(=O)(=O)N1CCCC1	2%	23	3	-3%
O=C(C1CCCN(S(=O)(=O)c2cccc3nonc23)C1)N1CCC(Cc2ccccc2)CC1 (stereo not given)	-10%	19	17	-1%
Cc1sc2ncnc(SC(C)C(=O)N3c4ccccc4Sc4ccccc43)c2c1C (stereo not given)	-2%	?	7	.
O=C(N/N=C/c1ccc(Br)s1)c1ccccn1	0%	-27	.	.
Cc1csc2ncc(C(=O)NCCc3ccccc3)c(=O)n12	4%	7	-12	4%

Other compounds.
SMILES	12-hLO inh	PNC assembly inh	IMPase inh	15-hLO-2 inh
CC12CN(C(=O)c3ccccc3)C3(C#N)CC1CCC23C (stereo not given)	-3%	-27	15	3%
CCCCn1c(SCc2cc(=O)[nH]c3ccccc23)nc2c1c(=O)n(C)c(=O)n2C	-5%	-20	-1	-7%
CCc1nc(SCC(=O)NCc2ccco2)c2c(=O)n(C)c(=O)n(C)c2n1	-2%	?	-14	-4%
CS(=O)(=O)Nc1cccc(-c2nccc(-n3ccnc3)n2)c1	?	.	.	?
CCC(C)n1c(/C=C/c2ccccc2)nc2ccccc21 (stereo not given)	0%	35	.	.
O=C(Nc1ccc(Cl)cc1)c1csc(-c2ccccc2)n1	-3%	-20	1	-1%
COc1ncc2nc(-c3ccc(Cl)cc3)c(=O)n(CCc3ccccc3)c2n1	-4%	.	.	1%
COc1ccc(OC)c(S(=O)(=O)NCc2cn3c(C)csc3n2)c1	-2%	-12	5	-1%
O=C(OC1CCCCC1)c1ccc(NC(=O)C2CCCCC2)cc1	-2%	-17	5	2%
Cc1ccc2[nH]c3c(NCCN4CCOCC4)ncnc3c2c1	6%	-84*	7	19%
CN1CCCC(n2nc(Cc3ccc(Cl)cc3)c3ccccc3c2=O)CC1 (stereo not given)	4%	.	.	33%[activator]
O=C(CN1c2cccc3cccc(c23)S1(=O)=O)Nc1cccc(S(=O)(=O)N2CCOCC2)c1	-5%	116	-9	.
COC(=O)c1ccc(OC(=O)c2ccccc2F)cc1	11%	-2	.	.
COc1ccnc(N=CNOCc2ccc(F)cc2Cl)c1C#N	4%	-28	7	-6%
Cn1nc(-c2ccc(OCC(=O)Nc3cccnc3)cc2)c2ccccc2c1=O	-8%	-1	0	0%
CCOC(=O)C1CCN(Cc2nc3ccccc3c(=O)n2-c2ccc(OCC)cc2)CC1	0%	-6	33[activator]	-2%
CN1CCN(/N=C/c2nc(-c3cccc([N+](=O)[O-])c3)n3ccccc23)CC1	5%	1	?	.
Cc1ccc(C(=O)CSc2nnc(-c3ccco3)n2CC2CCCO2)cc1 (stereo not given)	2%	?	-5[1.84 µM]	-5%[11.4 µM]
CCN(CC)S(=O)(=O)c1cccc(-c2nnc(SC(C)C(=O)NCCC3=CCCCC3)o2)c1 (stereo not given)	-7%	?	4	-7%
CN1C=CC(=C2C(=O)c3ccccc3C2=O)C=C1	-7%	?	5	-9%
CC1CCCN(c2ccc(C(=O)Nc3ccc4c(c3)OCO4)cc2[N+](=O)[O-])C1 (stereo not given)	-6%	?	.	.
O=C(NCC1COc2ccccc2O1)c1ccc(NC(=O)C2CCCO2)cc1 (stereo not given)	4%	28	1	0%
COc1cccc(-c2noc(C3CCCN(C(=O)Cc4ccccc4)C3)n2)c1 (stereo not given)	-9%	-16	-3	-2%
CCOC(=O)C1=C(c2ccccc2)NC(=S)NC1c1ccc(C)c([N+](=O)[O-])c1 (stereo not given)	-17%	3	.	.
CC(C)=C1C2CCC1C1C(=O)N(c3nc(-c4ccc(C(C)C)cc4)c(C)s3)C(=O)C21 (stereo not given)	1%	9	7	-2%

Copied from the entries so far for reference:
SMILES	12-hLO inh	PNC assembly inh	IMPase inh	15-hLO-2 inh
CCOC(=O)C1=C(c2ccccc2)NC(=S)NC1c1ccc(C)c([N+](=O)[O-])c1 (stereo not given)	-17%	3	.	.
CC(C)=C1C2CCC1C1C(=O)N(c3nc(-c4ccc(C(C)C)cc4)c(C)s3)C(=O)C21 (stereo not given)	1%	9	7	-2%

The main list resumes, repeating the four entries before the break.
SMILES	12-hLO inh	PNC assembly inh	IMPase inh	15-hLO-2 inh
O=C(NCC1COc2ccccc2O1)c1ccc(NC(=O)C2CCCO2)cc1 (stereo not given)	4%	28	1	0%
COc1cccc(-c2noc(C3CCCN(C(=O)Cc4ccccc4)C3)n2)c1 (stereo not given)	-9%	-16	-3	-2%
CCOC(=O)C1=C(c2ccccc2)NC(=S)NC1c1ccc(C)c([N+](=O)[O-])c1 (stereo not given)	-17%	3	.	.
CC(C)=C1C2CCC1C1C(=O)N(c3nc(-c4ccc(C(C)C)cc4)c(C)s3)C(=O)C21 (stereo not given)	1%	9	7	-2%
COCCCNC(=O)CN(c1cccc(Cl)c1)S(C)(=O)=O	4%	?	-6	-7%
Cn1c(CSCc2ccc(F)cc2)nnc1SCC(=O)N1CCN(c2ccccc2)CC1	-2%	-5	2	-1%
CCNC(=O)COn1c(SCC(=O)NCC)nc2ccccc2c1=O	2%	46	-7	-7%
COc1ccc(-c2csc(NC(=O)COc3ccc(N(C)S(=O)(=O)c4ccc(C)cc4)cc3)n2)cc1	-1%	-13	.	.
Cc1ccccc1C1=NC(C(F)(F)F)(C(F)(F)F)c2c(n(C)c(=O)n(C)c2=O)N1	1%	?	.	.
Cc1nc2ncnn2c(C)c1CCC(=O)NCCC1=CCCCC1	-2%	-12	6	15%
FC(F)(F)c1cc(C(F)(F)F)c2ccc(N3CCN(c4ccc(Cl)cc4)CC3)nc2n1	5%	98	-2	18%
N/C(=N\N=C\c1ccc2c(c1)OCO2)c1nonc1N	4%	-3	.	.
O=C(c1ccc2nc(-c3ccco3)c(-c3ccco3)nc2c1)N1CCN(c2ncccn2)CC1	-15%	28	5	?
C=CCN(CC=C)C(=S)Nc1ccccc1	4%	-18	18	-8%
CC(C)c1nc(-c2c(N)n(C)c(=O)n(C)c2=O)sc1C(=O)C(C)(C)C	5%	34	2	1%
Cc1c(NC(=O)/C(C#N)=C/c2ccc(-c3ccc(Cl)c(Cl)c3)o2)c(=O)n(-c2ccccc2)n1C	-3%	19	-2	.
C=CCn1c(SCc2c(C)noc2C)nc2sc(C)c(C)c2c1=O	1%	-1	9	0%
COc1ccc(C2(C(=O)NCC3CCCO3)CCOCC2)cc1 (stereo not given)	-1%	12	-2	2%
O=C(N/N=C/c1ccc([N+](=O)[O-])cc1)c1ccc2nc[nH]c2c1	-1%	-88*	-2	3%
COc1cc(CNc2ccc(CNc3ncn[nH]3)cc2)ccc1OCC(=O)NC(C)(C)C	2%	0	.	.
CC(=O)N1c2c(cc(Br)cc2S(=O)(=O)NCC2COc3ccccc3O2)CC1C (stereo not given)	-7%	-23	5	-7%
CCCCCCC(=O)NCC(=O)OCC(=O)c1ccccc1	-3%	27	-1	5%
Nc1[nH]c(N=NC(=O)c2ccc(F)cc2)c2ccccc12	0%	?	.	.
O=C(CSc1cccc[n+]1[O-])Nc1cc(S(=O)(=O)N2CCOCC2)ccc1N1CCOCC1	1%	13	.	.
CC(C)=CC(=O)Nc1ccc(Br)cc1	-12%	16	-4	-3%
O=C(Nc1ccccc1)Nc1ccccc1C(=O)NCc1ccco1	1%	?	3	12%
CCN(CC)CC(C)OC(=O)COc1ccc(OC)cc1 (stereo not given)	-1%	?	6	.
CN1CCN(CC(=O)N/N=C/c2ccc(F)c(F)c2)CC1	-2%	?	.	.
Cc1c(CNC2CCCC(C)C2C)c(C(=O)O)c(C)n1Cc1ccccc1 (stereo not given)	-1%	?	.	.

Next part.
SMILES	12-hLO inh	PNC assembly inh	IMPase inh	15-hLO-2 inh
NC(=O)CC[C@H](NC(=O)c1ccc(F)cc1)C(=O)OCC(=O)Nc1ccc(N2CCOCC2)cc1	0%	-11	.	.
Clc1cccc(/C=N/Nc2nc(Cl)nc3ccccc23)c1	-7%	25	-2	22%
CCOC(=O)CSc1nc2sc3c(c2c(=O)[nH]1)CC(C)(CC)OC3 (stereo not given)	2%	17	-6	-2%
CCOc1cc(/C=N/Nc2ccccc2Cl)ccc1OCC(=O)O	-18%	39	.	.
COc1ccc(CCNC(=O)COC(=O)C2CCCCC2)cc1	0%	43	.	.
CC(C(=O)NC1CCCC1)N(C(=O)c1ccc(-c2ccccc2)[nH]1)c1ccccc1F (stereo not given)	-23%	42	6	.
O=[n+]1c2c(n([O-])c3cc(Br)ccc31)CCC2	?	38	6	-11%
CCCOc1ccc(/C(O)=C2/C(=O)C(=O)N(CCN(C)C)C2c2ccc(O)c(OC)c2)cc1 (stereo not given)	-1%	2	5	-8%
O=C(CNC(=O)c1ccc(S(=O)(=O)N2CCCC2)cc1)N/N=C/c1ccccc1	-2%	1	.	.
Cc1cccc(-n2c(C)cc(C(=O)NC3CCCCC3)c2C)c1	-15%	?	-4	.
Cc1nnc(NCc2ccco2)c2ccccc12	0%	?	4	-9%

Entries of single compounds, quoted from the list:
`CCOC(=O)CSc1nc2sc3c(c2c(=O)[nH]1)CC(C)(CC)OC3` (stereo not given) as listed: 12-hLO inh: 2%; PNC assembly inh: 17; IMPase inh: -6; 15-hLO-2 inh: -2%
`Cc1nnc(NCc2ccco2)c2ccccc12` as listed: 12-hLO inh: 0%; PNC assembly inh: ?; IMPase inh: 4; 15-hLO-2 inh: -9%
